Compound activity deposited in PubChem by Southern Research Specialized Biocontainment Screening Center.
tuberculosis growth – growth inhibition of non-replicating M. tuberculosis (AID 488890); 0.39% of 320,000 active; Mycobacterium tuberculosis non-replicating, growth inhibition; higher % means a stronger effect; one-dose inhibition, % at 25 µM; IC50 in µM for titrated hits; in the data active = a potency from the dose series; inconclusive = inhibition mostly from about 82% at the one dose, without a potency; inactive = the rest, 99 in 100 with inhibition below about 76%;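 note: plate controls were DMSO cells for no effect and high antibiotic wells for full effect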
inhibitors of VEEV – inhibitors of VEEV TC-83 cytopathic effect, confirmation, Vero cells (AID 588727). Vero cells, VEEV TC-83 cytopathic effect inhibition; higher % means a stronger effect. inhibition, % at 20 µM, or IC50 in µM where a hit was titrated. 0.13% of 350,000 active; in the data active = a potency from the dose series; inconclusive = inhibition mostly from about 14% at the one dose, without a potency; inactive = the rest, 99 in 100 with inhibition below about 12%; note: strong numbers were not always called active
Salmonella PhoP GFP – PhoP regulon inhibitors, Salmonella typhi PhoP promoter GFP reporter, confirmatory (AID 1850) | inhibition, % at 50 µM; hits with a dose series show IC50 in µM | 0.33% of 310,000 active | Salmonella Typhi PhoP-promoter GFP reporter, fluorescence, 4 h; higher % means a stronger effect; in the data active = a potency from the dose series; inconclusive = inhibition mostly from about 25% at the one dose, without a potency; inactive = the rest, 99 in 100 with inhibition below about 19%;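 note: 0% = induced wells with vehicle and 100% = uninduced wells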
H37Rv inhibition – M. tuberculosis growth inhibition, HTS (AID 449762); M. tuberculosis H37Rv growth inhibition, 7H9 media; higher % means a stronger effect; inhibition, % at 25 µM; hits with a dose series show IC50 in µM; 0.59% of 330,000 active; in the data active = a potency from the dose series; inconclusive = inhibition above about 70% without an active follow-up result;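 note: bacterial growth assessed after seven days of incubation; strong numbers were not always called active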
influenza NS1A – NS1A inhibition, H1N1 influenza, cell based functional assay (AID 504329); NS1A functional cell-based assay, percent inhibition; higher % means a stronger effect; 0.3% of 340,000 active; inhibition, % at 12.5 µM, or IC50 in µM where a hit was titrated; in the data active = a potency from the dose series; inconclusive = inhibition above about 27% without an active follow-up result; note: strong numbers were not always called active
inhibitors of VEEV 10K pilot screen – second read-out of inhibitors of VEEV, no call of its own (marks repeat the call); inhibition, %; measured here: 10K pilot screen inhibition
An asterisk follows results filed as active; i = inactive; ? = inconclusive; · = no result given; & = joins results of further samples.

SMILES	tuberculosis growth	inhibitors of VEEV	Salmonella PhoP GFP	H37Rv inhibition	influenza NS1A	others
CC1CCN(Cc2nnnn2CCCC(=O)N(C)C2CCOC2)CC1 (stereo unspecified)	-12%	5.3%	2%	-11%	-11%
Oc1cc2ccccc2cc1-c1nnc2n1-c1ccccc1SC2	8%	0.6%	-1%	8%	-17%
Cc1cc(C)cc(N=Cc2c(O)c3ccccc3oc2=O)c1	69%	6.1%	-1%	17%	-4%
C/C(=N\Nc1ccc(S(=O)(=O)N2CCCCC2)cn1)c1ccc(O)cc1	31%	6.1%	·	0%	1%
CC(=O)c1cc(CC=C(C)C)c(O)cc1O	-1%	0.9%	-15%	5%	-1%
CCCNC(=O)C(CC)NS(=O)(=O)c1ccc(OC)cc1 (stereo unspecified)	-5%	1.0%	5%	-6%	6%
O=C(Cc1ccccc1)NC(=S)Nc1ccc(N2CCCCC2)cc1	65%	0.0%	7%	20%	2%
COc1cc(/C=C2/C(=N)N3N=C(CC(=O)N4CCOCC4)SC3=NC2=O)ccc1OCc1ccccc1	13%	3.5%	-9%	-6%	-12%
Cc1cc(=O)[nH]c(S/C=C/c2ccccc2)n1	36%	i	-7%	-2%	1%
O=C1NN(c2ccccc2)C(=O)/C1=C\c1cccn1-c1ccc(Cl)c([N+](=O)[O-])c1	-21%	2.9%	11%	-16%	-27%
CC(Cc1cnccn1)NC(=O)c1cc(COc2ccc(F)cc2F)on1 (stereo unspecified)	0%	2.9%	1%	5%	0%
O=C(O)CCC(=O)N1CCC(n2nnc3cc(C(F)(F)F)ccc32)CC1	5%	0.6%	4%	-4%	-15%
CCc1c(C)nc(SCC(=O)N2C(C)CCCC2C)[nH]c1=O (stereo unspecified)	4%	3.4%	-8%	-4%	·
CCOC(=O)c1ccc(NC(=O)c2ccc(NC(=O)c3ccccc3)cc2)cc1	-6%	0.8%	3%	0%	0%
O=C(C1=C[C@@H](C2CC2)C[C@@H](OCc2ccc(CO)cc2)O1)N1CCN(Cc2ccccc2)CC1	27%	6.8%	2%	3%	11%
CCOc1ccc(N(CC(=O)Nc2ccccc2Cl)S(C)(=O)=O)cc1	9%	0.0%	7%	2%	23%
CC(C)CCN1CC(C(=O)NCc2ccc(F)cc2)CC1=O (stereo unspecified)	-6%	i	-1%	6%	-2%
O=C(CN1C(=O)c2ccccc2C1=O)Nc1ccccc1N1CCOCC1	-14%	5.2%	0%	2%	0%
COC(CNC(=O)C1CCCN1C(=O)OCc1ccccc1)OC (stereo unspecified)	-4%	0.3%	-1%	2%	2%
Cc1cc(N)n(-c2ccccc2)n1	-20%	0.3%	0%	-4%	-3%
COc1ccccc1-c1nc(SCc2ccccn2)n[nH]1	-2%	13%	2%	0%	6%
COc1ccc(C(CNC(=O)CNC(=O)c2ccc(F)cc2)N2CCCC2)cc1 (stereo unspecified)	-6%	0.8%	·	-5%	-9%
COc1ccc(Cl)cc1C(=O)NNC(=O)COC(=O)c1ccc(Br)o1	14%	11%	·	12%	4%
COc1ccccc1N1CCN(S(=O)(=O)c2cccs2)CC1	29%	2.3%	-2%	2%	-9%
Cc1ccc(-n2c(C)nnc2SCC(=O)Nc2ccccc2)cc1	-9%	5.6%	3%	-9%	13%
O=C(Nc1cc(S(=O)(=O)N2CCOCC2)ccc1N1CCOCC1)c1ccccc1F	-12%	6.3%	·	-10%	-11%
Cc1ccc(Cl)cc1NC(=O)CC1NCCNC1=O (stereo unspecified)	3%	0.2%	-19%	1%	4%
Cc1ccc(-c2[nH]nc3c2C(c2ccsc2)C(C#N)=C(N)O3)cc1 (stereo unspecified)	-6%	0.7%	-11%	-12%	1%
CN1c2cccc3cccc(c23)N(C)C1(C)C	74%	2.6%	-2%	-2%	21%
COC1(NS(=O)(=O)c2ccc(Br)cc2)C(C)=CC(=O)C=C1C	5%	2.3%	-8%	-3%	10%
Cc1cc(=O)[nH]c(N=N/C(=N/Nc2ccc(O)cc2)c2ccccc2)n1	37%	6.9%	-6%	?	14%
O=c1[nH][nH]c(=O)c2cc([N+](=O)[O-])ccc12	-1%	8.1%&3.5%	·	-3%	3%&2%
COc1ccccc1N1CCN(Cc2nnnn2CCc2ccccc2)CC1	15%	1.3%	8%	1%	6%
CC(=O)Nc1cccc(C(=O)OC(C)C(=O)N2CCc3ccccc32)c1 (stereo unspecified)	1%	5.0%	-3%	0%	-8%
O=c1c2ccccc2nc(N/N=C/c2ccccc2)n1O	-15%	i	-8%	0%	-5%
Cc1ccc(N2C(=O)NC3(CCCCC3)C2=O)cc1	-8%	1.1%	-3%	-9%	5%
OCCN1CCN(Cc2cccc(Oc3ccc(Cl)cc3)c2)CC1	17%	i	-4%	-5%	-23%
Cc1oc2c(CN(C)C)c(O)ccc2c(=O)c1-c1ccc2ccccc2n1	1%	0.1%	-13%	1%	2%
CCn1c(=O)c2sccc2n(Cc2ccc(C)cc2)c1=O	-11%	0.9%	8%	-7%	0%
CC1CCN(CCC(=O)Nc2ccc(Br)cc2)CC1	8%	0.2%	8%	0%	2%

In the list so far, these have bromine.
SMILES	tuberculosis growth	inhibitors of VEEV	Salmonella PhoP GFP	H37Rv inhibition	influenza NS1A	others
COc1ccc(Cl)cc1C(=O)NNC(=O)COC(=O)c1ccc(Br)o1	14%	11%	·	12%	4%
COC1(NS(=O)(=O)c2ccc(Br)cc2)C(C)=CC(=O)C=C1C	5%	2.3%	-8%	-3%	10%
CC1CCN(CCC(=O)Nc2ccc(Br)cc2)CC1	8%	0.2%	8%	0%	2%

Next results
SMILES	tuberculosis growth	inhibitors of VEEV	Salmonella PhoP GFP	H37Rv inhibition	influenza NS1A	others
Oc1ccccc1-c1cc(-c2ccc(Cl)cc2)n[nH]1	-5%	2.0%	12%	16%	-4%
COc1cc(CN2CCC(n3nccc3NC(=O)c3ccccc3OC)CC2)ccc1F	19%	3.1%	1%	7%	-8%
COc1ccc(CCC(=O)Nc2ccccc2C(F)(F)F)cc1	10%	i	-5%	3%	3%
O=C(NCc1ccco1)c1cc(-c2cccnc2)nc2ccc(Cl)cc12	5%	6.3%	8%	13%	2%
O=C(CN1C(=O)c2ccccc2S1(=O)=O)Nc1ccc(S(=O)(=O)N2CCCCCC2)cc1	-3%	3.5%	3%	5%	6%	inhibitors of VEEV 10K pilot screen=3.0
O=C(Oc1ccc2c(-c3ccccc3)cc(=O)oc2c1)C1CCCCC1	66%	6.5%	-3%	-10%	-2%
Cc1cccc(N(Cc2cc3cc(C)ccc3[nH]c2=O)C(=O)c2cccs2)c1	-6%	i	-2%	6%	3%
Cc1ccccc1NS(=O)(=O)c1cccc(-c2nnc(-c3ccccc3)o2)c1	9%	4.0%	-9%	3%	-4%
CN1C/C(=C/c2ccncc2)C(=O)/C(=C/c2ccncc2)C1	6%	i	-13%	-5%	7%
CCCCC1(C2CCCC2)NC(=O)NC1=O (stereo unspecified)	·	3.0%	·	·	-17%
CCC(C)N1CC(C(=O)O)CC1=O (stereo unspecified)	-2%	0.8%	9%	0%	-4%
COC(=O)c1sc(N2C(=O)C(O)=C(C(=O)c3ccc(C)o3)C2c2cccs2)nc1C (stereo unspecified)	51%	2.1%	-9%	-6%	5%
O=C(O)c1cccc2c1/C(=N/Nc1ccc([N+](=O)[O-])cc1[N+](=O)[O-])c1ccccc1-2	-2%	2.2%	5%	-5%	-6%
CCCCN(C)Cc1c(C)[nH]c2ccc(OCC)cc2c1=O	48%	0.0%	-15%	-5%	-9%
N=C(N)SCc1nc2ccccc2c(=O)n1-c1ccccc1	8%&-10%	5.1%&7.6%	1%&6%	-9%&-7%	-1%&1%
CCCCC(C(=O)O)C(C)CC(=O)Nc1nncs1 (stereo unspecified)	1%	0.4%	-6%	4%	-4%
C=CCN1C(=O)[C@]2(c3ccccc31)C1CCCC=C1C(C#N)=C(N)C2(C#N)C#N (stereo partly specified)	2%	1.0%	-2%	-12%	2%	inhibitors of VEEV 10K pilot screen=0.5
CC(=O)NC1=NN(C(C)=O)C(C)(c2ccccc2)S1 (stereo unspecified)	7%	i	1%	2%	20%
CCCCOCCCNC(=O)c1cccc(OC)c1	17%	2.4%	2%	-2%	7%
Cc1cc(NC(=O)CCN2C(=O)/C(=C\c3ccccc3Cl)SC2=S)no1	7%	i	4%	?	4%
CC(C)c1ccc(NC(=O)C(c2ccccc2)N2CCN(C=O)CC2)cc1 (stereo unspecified)	25%	i	1%	-3%	-4%
CCC1CCCCN1CCCNC(=O)C1CCC(Cn2c(=O)[nH]c3ccccc3c2=O)CC1 (stereo unspecified)	17%	5.7%	0%	-9%	5%
Cc1ccc(NC(=O)CSc2ncc(-c3ccccc3)n2C(=O)c2ccccc2)cc1	66%	2.5%	4%	4%	2%
CCOC(=O)c1ccccc1NC(=O)Cn1c(-c2nonc2N)nc2ccccc21	-7%	3.2%	-4%	-2%	4%
CC1CCC(NCCNC(=O)c2ccco2)CC1 (stereo unspecified)	-3%	1.8%	-1%	-8%	-1%
CCOc1ccc(/C=N/NC(=O)c2ccc(Cn3cc([N+](=O)[O-])cn3)o2)cc1	58%	1.1%	7%	-2%	-11%
c1ccc(COCCCn2cc(-c3ccccc3)nn2)cc1	34%	0.6%	12%	-1%	-8%
Cc1nc2c(-c3ccccc3)c(C)nn2c(C)c1CCC(=O)O	·	1.9%	13%	0%	-11%
CC(C)(C)[C@H]1COC(=O)CC/C=C\C[C@@H](CC(=O)N[C@H](CO)Cc2ccccc2)C(=O)N1	2%	i	·	2%	3%
CC(C)N(Cc1nnc(-c2ccccc2Br)o1)C(=O)c1cc(Cl)nc2ccccc12	-23%	6.4%	·	-10%	0%
CCOc1ccc(S(=O)(=O)NCC2CCCO2)c2cccnc12 (stereo unspecified)	-6%	1.6%	-3%	3%	-5%
N#CCC(=O)N/N=C/c1cc(-c2ccccc2)n(-c2ccc(Cl)cc2)c1-c1ccccc1	7%	·	-1%	2%	·
C[C@H](CO)N1C[C@H](C)[C@@H](CN(C)S(=O)(=O)c2ccc(Cl)cc2)Oc2ccc(NS(=O)(=O)c3ccccc3)cc2CC1=O	47%	3.4%	·	3%	6%
CCCCOC(=O)c1[nH]c(C)c(C(=O)OC)c1C	22%	6.1%	9%	-3%	14%
O=C1c2ccccc2CCC12N=NCC2c1ccc(Cl)cc1 (stereo unspecified)	-6%	i	-14%	0%	-4%
Cc1nnc(SCC(=O)Nc2ncc3c(n2)CCCC3=O)s1	-17%	0.1%	21%	1%	4%
C=C(C)Cn1c(SCC(=O)N/N=C/c2cccc(O)c2)nc2ccccc2c1=O	14%	4.2%	-3%	1%	15%
O=C1CC(C(=O)O)C(c2ccccc2)c2ccccc21 (stereo unspecified)	·	0.8%	·	·	3%
Nc1ccc(C(=O)Oc2ccc([N+](=O)[O-])cc2)cc1	10%	0.8%	-5%	-1%	10%
COc1ccccc1/C=C/C(=O)NCC(=O)n1nc(C)cc1C	-14%	0.4%	4%	5%	1%

Reprinted at random: 5 compounds from above.
SMILES	tuberculosis growth	inhibitors of VEEV	Salmonella PhoP GFP	H37Rv inhibition	influenza NS1A	others
CCOc1ccc(S(=O)(=O)NCC2CCCO2)c2cccnc12 (stereo unspecified)	-6%	1.6%	-3%	3%	-5%
O=C1c2ccccc2CCC12N=NCC2c1ccc(Cl)cc1 (stereo unspecified)	-6%	i	-14%	0%	-4%
Cc1nnc(SCC(=O)Nc2ncc3c(n2)CCCC3=O)s1	-17%	0.1%	21%	1%	4%
CC1CCC(NCCNC(=O)c2ccco2)CC1 (stereo unspecified)	-3%	1.8%	-1%	-8%	-1%
CC(C)(C)[C@H]1COC(=O)CC/C=C\C[C@@H](CC(=O)N[C@H](CO)Cc2ccccc2)C(=O)N1	2%	i	·	2%	3%

Following part
SMILES	tuberculosis growth	inhibitors of VEEV	Salmonella PhoP GFP	H37Rv inhibition	influenza NS1A	others
S=C(NCCc1ccccc1)NCc1cccs1	?	i	-7%	8%	-9%
Cn1c(CCN2CCCCC2)nc2cc(NS(=O)(=O)c3ccc(F)cc3)ccc21	29%	1.0%	-4%&-17%	14%	4%
COc1ccc2c(c1)c1c(n2C(C)=O)C(OC(C)=O)=NCC1	-1%	1.0%	0%	6%	-1%
CC1(C)COC(Nc2cccc(Cl)c2)=N1	29%	1.8%	-1%	-3%	1%
CC12CCC(C(=O)N(NC(=O)c3cc(Cl)ccc3O)C1=O)C2(C)C (stereo unspecified)	14%	i	-20%	3%	1%	inhibitors of VEEV 10K pilot screen=0.7
Cc1cc(OC(=O)C(c2ccccc2)c2ccccc2)c([N+](=O)[O-])c(=O)[nH]1	1%	1.3%	9%	1%	-7%
